p97 inhibitor – blocks human p97 ATPase activity | recombinant p97 ATPase, Kinase-Glo ATP luminescence, 3 h | hit rate 0.42% among 220,000 | AID 1481 | P55072 | inhibition, % at 8 µM; in the data active means inhibition above about 15%;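 further: 0% = DMSO vehicle and 100% = wells lacking enzyme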
KLK5 inh – kallikrein 5 (human) inhibition; hit rate 0.59% among 210,000; recombinant hK5, fluorogenic AMC substrate cleavage; Q9Y337; AID 873; inhibition, % at 5 µM;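 active means inhibition of 40% or more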;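 further: 0% = enzyme controls without compound and 100% = no-enzyme blanks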
PERK inhibitor – blocks human PERK kinase; AID 1416; hit rate 0.17% among 220,000; inhibition, % at 5.6 µM; Q9NZJ5; CHO PERK-DD fusion, SEAP luminescence translation reporter;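 active means inhibition above the mean inhibition of all tested compounds plus 3 SD, set separately per screening campaign, cut at about 2.9% in these data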;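 further: PERK kinase domain activated by AP20187 dimerizer at 100 nM; 0% = DMSO with dimerizer and 100% = rapamycin at 8.4 µM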
FXIa inh 1536 – inhibitors of human coagulation factor XIa. P03951. purified FXIa, Boc-Glu-Ala-Arg-AMC fluorogenic substrate. inhibition, % at 5 µM. hit rate 0.14% among 220,000. AID 798;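 active means inhibition of at least 40%; inactive means inhibition below 40%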;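 further: fluorescence of freed AMC excited at 355 nm; 0% = enzyme without compound and 100% = no enzyme blank; many of its hits are not listed in these tables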
FXIIa inh – factor XIIa (human) inhibition; purified FXIIa, Boc-QGR-AMC fluorogenic substrate, 2 h; inhibition, % at 5 µM; hit rate 0.3% among 220,000; P00748; in the data active means inhibition above about 40%;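 further: 0% = enzyme with no compound and 100% = blank without enzyme; many of its hits are not listed in these tables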
Furin inh – human furin inhibition; P09958; purified furin, fluorogenic substrate cleavage; inhibition, % at 30 µM; hit rate 0.061% among 220,000; in the data active means inhibition above about 25%; further: inactives centre near -15
thrombin 1536 – inhibitors of human thrombin | P00734 | alpha-thrombin, Boc-VPR-AMC fluorogenic substrate cleavage | inhibition, % at 5 µM | hit rate 0.26% among 220,000;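 active means inhibition at or above 40%; inactive means inhibition below 40%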;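 further: 0% = enzyme with no compound and 100% = wells without enzyme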
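Material: human alpha-thrombin protein. Incubation: reaction at ambient temperature. Technique: fluorescence of released AMC, ex 355 nm, em 460 nm. Control set: no-compound enzyme wells and no-enzyme blanks. Also added: Boc-VPR-AMC substrate, 15 µM final. Buffer or medium: pH 7.5 Tris (50 mM) with NaCl 150 mM, Tween 20 0.05%.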
Wee1 stabilizer – blocks degradation of human Wee1 kinase; P30291; HeLa Luc-Wee1K328M stability, luciferase luminescence; 100% = proteasome inhibitor MG132 effect; reporter increase, % at 5 µM; hit rate 1.2% among 220,000;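 active means activation above the mean of all tested compounds plus 3 SD, set per screening run, cut at about 8.8% in these data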;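 further: cells exposed to compound for 20 h before luminescence read; 0% = DMSO alone and 100% = MG132 at 30 µM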
Cl transport mod – modulators of human KCC2 chloride dependent transport; Q9H2X9; KCC2 cells, thallium flux FluoZin-2 fluorescence; B-score of Tl+ flux slope (higher = more flux/activation; lower = inhibition) at 10 µM; hit rate 2.2% among 190,000; AID 1456;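 active means thallium flux slope and its plate-corrected score both differing from the plate sample mean at a set confidence after two filtering rounds, in either direction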;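 further: slope of fluorescence scaled to starting intensity during 10 to 20 s after thallium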
Target sequence (Q9H2X9 whole entry, looked up): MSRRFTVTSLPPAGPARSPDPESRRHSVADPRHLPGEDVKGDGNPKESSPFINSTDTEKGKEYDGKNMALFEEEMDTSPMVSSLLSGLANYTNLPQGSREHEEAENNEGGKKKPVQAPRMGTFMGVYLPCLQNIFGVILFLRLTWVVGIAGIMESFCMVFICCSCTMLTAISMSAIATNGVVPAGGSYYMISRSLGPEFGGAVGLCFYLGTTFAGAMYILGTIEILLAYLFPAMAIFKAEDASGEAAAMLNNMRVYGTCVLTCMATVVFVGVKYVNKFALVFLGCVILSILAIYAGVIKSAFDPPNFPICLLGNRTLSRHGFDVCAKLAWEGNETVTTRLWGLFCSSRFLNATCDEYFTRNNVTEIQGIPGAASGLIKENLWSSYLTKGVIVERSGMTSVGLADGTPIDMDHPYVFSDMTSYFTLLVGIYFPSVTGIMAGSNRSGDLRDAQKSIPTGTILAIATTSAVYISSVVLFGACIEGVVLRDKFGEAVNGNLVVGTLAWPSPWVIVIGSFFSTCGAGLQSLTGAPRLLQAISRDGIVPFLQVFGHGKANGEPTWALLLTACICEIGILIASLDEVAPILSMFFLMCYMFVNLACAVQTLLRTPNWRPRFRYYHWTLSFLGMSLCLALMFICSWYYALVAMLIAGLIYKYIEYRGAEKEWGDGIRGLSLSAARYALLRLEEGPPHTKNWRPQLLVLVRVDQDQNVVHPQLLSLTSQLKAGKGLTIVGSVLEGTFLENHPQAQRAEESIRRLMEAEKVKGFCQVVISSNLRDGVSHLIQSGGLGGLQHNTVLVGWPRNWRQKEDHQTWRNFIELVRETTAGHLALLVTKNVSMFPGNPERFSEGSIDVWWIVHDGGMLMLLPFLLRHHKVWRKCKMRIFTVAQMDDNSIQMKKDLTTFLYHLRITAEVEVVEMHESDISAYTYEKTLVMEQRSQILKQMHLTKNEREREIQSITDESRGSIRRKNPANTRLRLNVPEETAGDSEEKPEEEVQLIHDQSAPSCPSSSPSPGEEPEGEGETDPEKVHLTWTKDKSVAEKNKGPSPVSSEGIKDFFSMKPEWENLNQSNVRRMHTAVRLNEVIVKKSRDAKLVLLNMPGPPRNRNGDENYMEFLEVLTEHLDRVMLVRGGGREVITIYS
The depositor's hits bear a star; [ ] = remark or other dose.

What do the screens show for `Cc1nn(Cc2ccc([N+](=O)[O-])cc2)c(=O)n1-c1cccc(F)c1`?
p97 inhibitor: -2; KLK5 inh: -7; PERK inhibitor: 0.4; FXIa inh 1536: 4; FXIIa inh: 17; Furin inh: -16; thrombin 1536: 3; Wee1 stabilizer: -2; Cl transport mod: 0.47

Results for COc1ccc2[nH]c(C)cc(=O)c2c1 ?
p97 inhibitor: -2; KLK5 inh: 9; PERK inhibitor: 0.8; FXIa inh 1536: 5; FXIIa inh: 9; Furin inh: -22[20 µM]; thrombin 1536: 29; Wee1 stabilizer: -1; Cl transport mod: -0.0035

What do the screens show for `O=C(Cn1cc(C(F)(F)F)ccc1=O)N/N=C/c1ccc(Cl)cc1Cl`?
p97 inhibitor: 3; KLK5 inh: -13; PERK inhibitor: 1.6; FXIa inh 1536: 6; FXIIa inh: 9; Furin inh: -21; thrombin 1536: -2; Wee1 stabilizer: 0; Cl transport mod: 1.5

What do the screens show for `O=C1c2ccccc2C(=O)N1CCCCSc1nnc(-c2ccc(OC(F)F)cc2)o1`?
p97 inhibitor: -9; KLK5 inh: -6; PERK inhibitor: 0.1; FXIa inh 1536: 5; FXIIa inh: 9; Furin inh: -16; thrombin 1536: 3; Wee1 stabilizer: 0; Cl transport mod: -0.26

What do the screens show for `O=C(c1ccc(COc2ccc(Cl)cc2)cc1)N1CCCCC1`?
p97 inhibitor: -1; KLK5 inh: -1; PERK inhibitor: 0.6; FXIa inh 1536: -4; Furin inh: -25; thrombin 1536: -3; Wee1 stabilizer: 2; Cl transport mod: -0.4

How did COc1ccc(C2Nc3ccccc3C(=O)N2Cc2ccccc2)cc1Cn1nnc2ccccc21 (stereo not drawn) do in these assays?
p97 inhibitor: 6; KLK5 inh: 2; PERK inhibitor: -1.0; FXIa inh 1536: -5; FXIIa inh: 4; Furin inh: -29; thrombin 1536: -4; Wee1 stabilizer: 1

How did CCSc1nnc(NC(=O)c2csc3c2CCCC3)s1 do in these assays?
p97 inhibitor: 0; KLK5 inh: 0; PERK inhibitor: 0.8; FXIa inh 1536: -2; FXIIa inh: -2; Furin inh: -27[20 µM]; thrombin 1536: -4; Wee1 stabilizer: 1; Cl transport mod: -0.68

How did C/C(=N\N=C1\NC(=O)C(CC(=O)Nc2ccc(C)c(Cl)c2)S1)C(C)C (stereo not drawn) do in these assays?
p97 inhibitor: 0; KLK5 inh: -4; PERK inhibitor: 1.1; FXIa inh 1536: -4; FXIIa inh: 2; Furin inh: -12; thrombin 1536: -3; Wee1 stabilizer: 5; Cl transport mod: -0.32

How did COc1ccc(OCC(=O)N2CCN(c3cccc(C(F)(F)F)c3)CC2)cc1 do in these assays?
p97 inhibitor: 2; KLK5 inh: -3; PERK inhibitor: 0.4; FXIa inh 1536: 3; FXIIa inh: 17; Furin inh: -14; thrombin 1536: -3; Wee1 stabilizer: -2; Cl transport mod: -0.65

Results for Cc1c(C(=O)Nc2cccc([N+](=O)[O-])c2)csc1-c1ccccc1 ?
p97 inhibitor: 5; KLK5 inh: 0; PERK inhibitor: 1.1; FXIa inh 1536: 4; FXIIa inh: 10; Furin inh: -6[20 µM]; thrombin 1536: -2; Wee1 stabilizer: 10*; Cl transport mod: -0.39

What do the screens show for `Cc1ccc(C2CC(c3ccccc3)=NN2C(=S)Nc2ccccc2)o1` (stereo not drawn)?
p97 inhibitor: 3; KLK5 inh: -5; PERK inhibitor: -0.4; FXIa inh 1536: 9; FXIIa inh: 17; Furin inh: -8[20 µM]; thrombin 1536: 4; Wee1 stabilizer: 3; Cl transport mod: 0.16

Results for C=CCc1cccc(OC)c1OCCOCCn1ccnc1 ?
p97 inhibitor: 6; KLK5 inh: 3; PERK inhibitor: 0.8; FXIa inh 1536: 4; FXIIa inh: 9; Furin inh: -18; thrombin 1536: 3; Wee1 stabilizer: -1; Cl transport mod: 0.49

How did COc1ccccc1-c1cc(C(=O)Nc2cc(C)n(Cc3ccc(Cl)cc3)n2)no1 do in these assays?
p97 inhibitor: -1; KLK5 inh: -10; PERK inhibitor: 0.2; FXIa inh 1536: 5; FXIIa inh: 14; Furin inh: -21; thrombin 1536: 4; Wee1 stabilizer: 1; Cl transport mod: -0.51

Results for O=C(COc1ccc2c(c1)CCC2)N1CCN(c2ccccc2F)CC1 ?
p97 inhibitor: -13; KLK5 inh: -8; PERK inhibitor: -0.6; FXIa inh 1536: -5; FXIIa inh: 1; Furin inh: -4; thrombin 1536: -8; Wee1 stabilizer: 10*; Cl transport mod: -2.3

What do the screens show for `COc1cc(OC)c(OC)cc1CN1CCN(Cc2cccn2C)CC1`?
p97 inhibitor: 4; KLK5 inh: -5; PERK inhibitor: 0.7; FXIa inh 1536: 3; FXIIa inh: 12; Furin inh: -8; thrombin 1536: -7; Wee1 stabilizer: 0; Cl transport mod: 0.84

How did C=CCNC(=O)c1onc(CSc2ccc(F)cc2)c1C(=O)NCCOC do in these assays?
p97 inhibitor: 0; KLK5 inh: -1; PERK inhibitor: 0.3; FXIa inh 1536: -16; FXIIa inh: 2; Furin inh: -4[20 µM]; thrombin 1536: -6; Wee1 stabilizer: 5; Cl transport mod: -1.4

How did O=C(Nc1cc2c(cc1Cl)OCCCO2)c1ccc(F)cc1 do in these assays?
p97 inhibitor: 5; KLK5 inh: -12; PERK inhibitor: 0.2; FXIa inh 1536: 1; FXIIa inh: 9; Furin inh: -14; thrombin 1536: -6; Wee1 stabilizer: 6; Cl transport mod: -0.98

Results for O=C(Nc1ccc(Cl)cn1)c1cccnc1 ?
p97 inhibitor: -4; KLK5 inh: -1; PERK inhibitor: 0.0; FXIa inh 1536: -3; FXIIa inh: 14; Furin inh: -19[20 µM]; thrombin 1536: 5; Wee1 stabilizer: -1; Cl transport mod: 0.098

Results for O=C(O)C1C2CC2CN1C(=O)c1ccc(Cl)cc1Cl (stereo not drawn) ?
p97 inhibitor: 2; KLK5 inh: 2; PERK inhibitor: 0.1; FXIa inh 1536: 1; FXIIa inh: 12; Furin inh: -14; thrombin 1536: 2; Wee1 stabilizer: -1; Cl transport mod: 1

How did COc1ccc(C(C)=O)cc1COC(=O)c1cc(C)nc2ccccc12 do in these assays?
p97 inhibitor: -6; KLK5 inh: 8; PERK inhibitor: 0.1; FXIa inh 1536: 4; FXIIa inh: 12; Furin inh: -7; thrombin 1536: 0; Wee1 stabilizer: -1; Cl transport mod: -0.59

Some of these compounds in order of molar mass, rising:
Results for O=C(O)C1C2CC2CN1C(=O)c1ccc(Cl)cc1Cl (stereo not drawn) ?
p97 inhibitor: 2; KLK5 inh: 2; PERK inhibitor: 0.1; FXIa inh 1536: 1; FXIIa inh: 12; Furin inh: -14; thrombin 1536: 2; Wee1 stabilizer: -1; Cl transport mod: 1

How did O=C(Nc1cc2c(cc1Cl)OCCCO2)c1ccc(F)cc1 do in these assays?
p97 inhibitor: 5; KLK5 inh: -12; PERK inhibitor: 0.2; FXIa inh 1536: 1; FXIIa inh: 9; Furin inh: -14; thrombin 1536: -6; Wee1 stabilizer: 6; Cl transport mod: -0.98

How did C=CCNC(=O)c1onc(CSc2ccc(F)cc2)c1C(=O)NCCOC do in these assays?
p97 inhibitor: 0; KLK5 inh: -1; PERK inhibitor: 0.3; FXIa inh 1536: -16; FXIIa inh: 2; Furin inh: -4[20 µM]; thrombin 1536: -6; Wee1 stabilizer: 5; Cl transport mod: -1.4

Next entries:
What do the screens show for `CCc1ccc(Nc2ncc3c(n2)CC(c2ccc(OC)cc2)CC3=O)cc1` (stereo not drawn)?
p97 inhibitor: 2; KLK5 inh: -9; PERK inhibitor: -0.3; FXIa inh 1536: 7; FXIIa inh: 13; Furin inh: -6[20 µM]; thrombin 1536: -7; Wee1 stabilizer: 0; Cl transport mod: -0.0069

What do the screens show for `OCCNc1nc(N2CCOCC2)nc(N2CCOCC2)n1`?
p97 inhibitor: 6; KLK5 inh: -32; PERK inhibitor: 0.7; FXIa inh 1536: -3; FXIIa inh: 6; Furin inh: -21; thrombin 1536: -4; Wee1 stabilizer: -1; Cl transport mod: -0.54

What do the screens show for `COc1ccc(NS(=O)(=O)/C=C/c2ccc(OC)c(OC)c2)cc1`?
p97 inhibitor: 4; KLK5 inh: 4; PERK inhibitor: 0.4; FXIa inh 1536: -1; FXIIa inh: 9; Furin inh: -32; thrombin 1536: -3; Wee1 stabilizer: 0; Cl transport mod: 0.43

How did COc1cccc2c(=O)n(CC(=O)N3CCCc4ccccc43)ccc12 do in these assays?
p97 inhibitor: 1; KLK5 inh: -3; PERK inhibitor: 0.2; FXIa inh 1536: 3; FXIIa inh: 16; Furin inh: -11; thrombin 1536: 3; Wee1 stabilizer: 0; Cl transport mod: -2.9

How did CCOC(=O)C1=C(C)N(C)C(C)=C(C(=O)OCC)C1c1ccsc1 do in these assays?
p97 inhibitor: -1; KLK5 inh: -4; PERK inhibitor: -0.6; FXIa inh 1536: -3; FXIIa inh: 7; Furin inh: -14; thrombin 1536: 0; Wee1 stabilizer: 0; Cl transport mod: -0.35

Results for COc1ccc(OC)c(NC(=O)c2nc(-c3ccccc3)oc2C)c1 ?
p97 inhibitor: 4; KLK5 inh: 2; PERK inhibitor: -0.2; FXIa inh 1536: 3; FXIIa inh: 12; Furin inh: -17; thrombin 1536: -8; Wee1 stabilizer: -2; Cl transport mod: -0.1

How did Cc1ccnc2nc(C(=O)OCC(=O)NCCc3ccccc3)nn12 do in these assays?
p97 inhibitor: 3; KLK5 inh: -10; PERK inhibitor: 1.2; FXIa inh 1536: 5; FXIIa inh: 13; Furin inh: -29; thrombin 1536: -2; Wee1 stabilizer: 5; Cl transport mod: -0.078

What do the screens show for `O=C(Cc1sc(-c2ccccc2Cl)nc1-c1ccccc1)Nc1ccccc1`?
p97 inhibitor: 4; KLK5 inh: -4; PERK inhibitor: 0.9; FXIa inh 1536: -2; FXIIa inh: 0; Furin inh: -25[20 µM]; thrombin 1536: -4; Wee1 stabilizer: 0

Results for Cc1occc1-c1nnc(SCC(=O)Nc2nc(-c3ccccc3)cs2)o1 ?
p97 inhibitor: 1; KLK5 inh: 0; PERK inhibitor: -0.3; FXIa inh 1536: 3; FXIIa inh: 13; Furin inh: -20[20 µM]; thrombin 1536: -3; Wee1 stabilizer: 2

Results for Cc1nc2nc[nH]c2cc1Br ?
p97 inhibitor: -1; KLK5 inh: 4; PERK inhibitor: 1.0; FXIa inh 1536: 6; FXIIa inh: 10; Furin inh: -16; thrombin 1536: 5; Wee1 stabilizer: -2; Cl transport mod: -0.46

What do the screens show for `O=C(COC(=O)c1cc(-c2ccccn2)nc2ccccc12)Nc1ncc(C(F)(F)F)cc1Cl`?
p97 inhibitor: 2; KLK5 inh: 4; PERK inhibitor: 1.4; FXIa inh 1536: -3; FXIIa inh: 4; Furin inh: -8; thrombin 1536: -1; Wee1 stabilizer: -2; Cl transport mod: 0.15

What do the screens show for `COc1ccc(OC)c(-c2cc(C(=O)Nc3cccc(Cl)c3)no2)c1`?
p97 inhibitor: -3; KLK5 inh: 0; PERK inhibitor: 0.8; FXIa inh 1536: 1; FXIIa inh: 15; Furin inh: -35; thrombin 1536: 4; Wee1 stabilizer: 4; Cl transport mod: 0.81

How did C/C(=N/NC(=O)c1ccco1)c1cccnc1 do in these assays?
p97 inhibitor: 3; KLK5 inh: 3; PERK inhibitor: 0.5; FXIa inh 1536: 0; FXIIa inh: 9; Furin inh: -36; thrombin 1536: -2; Wee1 stabilizer: 4; Cl transport mod: 0.91
